From PubChem
KB-3-1 tox – kills parental KB-3-1 adenocarcinoma cells; Potency, µM (doses to about 46.1 µM), for the others: at the highest dose activity change, negative = cytotoxic, most hits filed as cytotoxic; AID 1347075; hit rate 1.4% among 400,000; KB-3-1 viability, CellTiter-Glo ATP luminescence, 72 h; note: potency is the fitted concentration of half-maximal effect; % is set by controls: 0 for no effect and ±100 for the full control effect; nearly all actives have a fitted effect of over 60% in size
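Multi-concentration cytotoxicity screen in KB-3-1 cells grown in DMEM lacking phenol red with 10% FBS. After 72 h at 37 °C with compound, ATP-dependent luminescence was recorded.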
HT1080 IDH1KD tx – toxicity to HT-1080 IDH1 knockdown cells (counter line); HT-1080 IDH1 knockdown viability, ATP luminescence, 48 h; Potency, µM (highest dose often 46.1 µM), without a hit: at the highest dose activity, negative = toxicity, most hits filed as cytotoxic; hit rate 2% among 360,000;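 note: potency is the fitted concentration of half-maximal effect; 0% = DMSO wells and -100% = cell-free medium wells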
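In this qHTS, HT-1080 cells depleted of IDH1 are exposed for 48 h at 37 °C to compound titrations. Toxicity is scored from CellTiter-Glo luminescence, with DMSO as full viability and medium alone as none.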
SW480 rerep – DNA re-replication induction in SW480 cells; SW480 DNA re-replication, Hoechst DNA content imaging, 48 h; Potency, µM (titrated, usually from 46.1 µM), for inactives: at the highest dose re-replication activation, usual class: activators; hit rate 1.8% among 340,000; note: potency is the fitted concentration of half-maximal effect; % of control where 0% means no effect; nearly all actives have a fitted effect of over 55% in size
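Image-based DNA-content assay: after two days of treatment, nuclei were labelled with the DNA dye Hoechst and imaged, and hits were compounds raising the count of nuclei showing high fluorescence intensity.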
HT1080NT lethal – kills 2HG-producing HT-1080-NT fibrosarcoma cells; HT-1080-NT fibrosarcoma viability, CellTiter-Glo ATP luminescence, 48 h; hit rate 1.6% among 360,000; Potency, µM (top dose mostly 46.1 µM), inactives show at the highest dose activity, negative = less viability, hits mostly cytotoxic; AID 686970;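 note: NT is the 2HG producing partner of a matched IDH1 knockdown line; potency is the fitted concentration of half-maximal effect; 0% = DMSO-treated cells and -100% = media-only wells without cells; nearly all actives have a fitted effect of over 55% in size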
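HT-1080-NT; 750 cells/well; 5% FBS RPMI; 48 h compound, 37 degrees C; CellTiter-Glo luminescence; curve fitting and curve-class assignment.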
MCF10A rereplic – induces DNA re-replication in MCF 10a normal breast cells; hit rate 2.9% among 350,000; MCF 10A DNA re-replication, Hoechst nuclear intensity, 48 h; AID 624296; Potency, µM (series often up to 46.1 µM), without a hit: at the highest dose activity, positive = re-replication, most hits filed as activators; note: potency is the fitted concentration of half-maximal effect; % of control where 0% means no effect; nearly all actives have a fitted effect of over 50% in size
WRN inhibitor – inhibitors of human WRN helicase; WRN helicase unwinding, fluorescent forked duplex, kinetic; Potency, µM (series often up to 114 µM), without a hit: at the highest dose activity change, negative = inhibition, actives largely listed as inhibitors; hit rate 0.46% among 360,000; note: potency is the fitted concentration of half-maximal effect; % is set by controls: 0 for no effect and ±100 for the full control effect; nearly all actives have a fitted effect of over 55% in size
Target sequence (Q14191 whole entry, looked up): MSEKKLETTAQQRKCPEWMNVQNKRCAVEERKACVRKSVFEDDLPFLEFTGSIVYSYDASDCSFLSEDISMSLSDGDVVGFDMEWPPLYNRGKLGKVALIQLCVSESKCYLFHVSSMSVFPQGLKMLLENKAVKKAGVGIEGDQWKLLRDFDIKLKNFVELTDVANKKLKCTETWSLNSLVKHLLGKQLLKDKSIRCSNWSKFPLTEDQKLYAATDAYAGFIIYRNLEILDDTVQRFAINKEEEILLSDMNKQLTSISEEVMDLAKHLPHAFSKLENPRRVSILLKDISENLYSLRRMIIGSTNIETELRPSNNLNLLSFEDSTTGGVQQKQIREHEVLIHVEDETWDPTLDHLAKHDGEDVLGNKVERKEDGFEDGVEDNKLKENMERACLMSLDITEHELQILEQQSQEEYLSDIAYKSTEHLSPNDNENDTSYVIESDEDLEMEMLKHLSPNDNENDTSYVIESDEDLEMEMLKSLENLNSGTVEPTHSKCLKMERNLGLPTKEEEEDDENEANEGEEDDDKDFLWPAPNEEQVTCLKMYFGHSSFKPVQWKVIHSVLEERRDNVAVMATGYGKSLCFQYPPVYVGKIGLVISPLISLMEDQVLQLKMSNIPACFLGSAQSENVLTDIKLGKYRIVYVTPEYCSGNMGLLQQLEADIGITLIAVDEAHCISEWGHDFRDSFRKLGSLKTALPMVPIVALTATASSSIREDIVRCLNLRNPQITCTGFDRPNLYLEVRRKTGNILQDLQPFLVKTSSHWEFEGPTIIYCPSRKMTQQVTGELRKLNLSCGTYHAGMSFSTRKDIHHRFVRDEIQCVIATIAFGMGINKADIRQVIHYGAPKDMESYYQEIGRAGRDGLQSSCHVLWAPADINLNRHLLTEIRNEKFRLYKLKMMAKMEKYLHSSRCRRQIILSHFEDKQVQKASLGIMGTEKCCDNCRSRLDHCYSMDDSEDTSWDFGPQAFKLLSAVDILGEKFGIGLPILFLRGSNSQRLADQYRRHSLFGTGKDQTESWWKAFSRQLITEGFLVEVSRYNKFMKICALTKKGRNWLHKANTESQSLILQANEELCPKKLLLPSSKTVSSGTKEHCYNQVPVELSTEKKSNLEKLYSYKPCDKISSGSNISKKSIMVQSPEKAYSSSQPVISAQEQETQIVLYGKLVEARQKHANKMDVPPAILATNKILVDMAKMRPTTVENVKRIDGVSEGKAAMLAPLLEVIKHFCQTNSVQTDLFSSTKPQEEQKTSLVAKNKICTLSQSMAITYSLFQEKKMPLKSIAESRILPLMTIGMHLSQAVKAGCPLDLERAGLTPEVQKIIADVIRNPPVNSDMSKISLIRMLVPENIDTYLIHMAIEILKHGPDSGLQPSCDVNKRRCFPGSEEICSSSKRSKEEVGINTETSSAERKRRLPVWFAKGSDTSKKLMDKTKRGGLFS
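Kinetic fluorescence helicase assay: unwinding of a quenched forked DNA duplex (100 nM final) with 2 mM ATP final raises red fluorescence (525/598 nm). Compounds sat 15 min at room temperature with 20 nM WRN beforehand.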
IL-1B inflam inh – blocks inflammasome-driven IL-1 beta release; THP-1 LPS/ATP IL-1B secretion, AlphaLISA, 16 h; stronger effect = lower value; hit rate 4.7% among 360,000; activity change, % at 57.5 µM; AID 743279; in the data active = activity change below about -50%; inconclusive = mostly about -30% to -49%; note: % is set by controls: 0 for no effect and ±100 for the full control effect
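Secreted IL-1B measured by AlphaLISA bead assay after 16 h compound exposure of THP-1 cells; compounds (final up to 57.5 uM) added 1 h before LPS (250 ng/mL) and ATP (1.25 mM) stimulation; lower signal means less secretion.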
KB-V1 MDR tox – kills drug-selected multidrug resistant KB-V1 cells | KB-V1 MDR cells viability, CellTiter-Glo, 72 h | Potency, µM (top dose mostly 46.1 µM), inactives show at the top dose activity change, negative = cytotoxicity, usual class: cytotoxic | hit rate 3.4% among 400,000; note: potency is the fitted concentration of half-maximal effect; % is set by controls: 0 for no effect and ±100 for the full control effect; nearly all actives have a fitted effect of over 60% in size
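Drug-selected KB-V1 cells, grown in DMEM lacking phenol red with 10% FBS, receive compound titrations; after three days at 37 degrees C, surviving cell ATP is quantified by CellTiter-Glo luminescence and responses normalized and curve-fitted.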
ATXN2 expr inh – reduces ATXN2 reporter expression in HEK-293 cells; Potency, µM (highest dose often 57 µM), inactives show at the top dose activity change, negative = inhibition, hits mostly inhibitors; HEK-293 ATXN2-luciferase reporter, luminescence, 24 h; AID 1745845; hit rate 0.72% among 360,000; note: potency is the fitted concentration of half-maximal effect; % is set by controls: 0 for no effect and ±100 for the full control effect; nearly all actives have a fitted effect of over 55% in size
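qHTS (up to 57 uM final) was run with 24 h compound exposure of reporter cells at 37 °C. Each well was multiplexed: SteadyGlo luminescence measured ATXN2-luciferase expression after a fluorogenic Gly-Phe-AFC viability readout (25 uM final).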
An asterisk follows results filed as active; u = inconclusive; x = no result given; [ ] = dose if it differs, or a comment. Unless noted, calls come from the whole dose curve; as a rule, active = well fitted curve in the direction sought with a large enough effect; inconclusive = small, poorly fitted or top-dose-only effect, or another doubt; inactive = no such curve, though single readings can be large; an effect the other way counts as inactive or inconclusive.

1	O=C(NCc1ccc(-c2csnn2)cc1)c1cc(Cl)cc(Cl)c1
2	COC(=O)c1sccc1NC(=O)c1c(F)c(F)c(F)c(F)c1F
3	CCCCNC(=O)C1C(c2ccc(OC)cc2)=Nc2ccccc2N1C(=O)c1ccc2ncccc2c1 (centres undefined)
4	Cc1ccccc1C(C)NC(=O)COC(=O)Cn1cc(C(F)(F)F)ccc1=O (centres undefined)
5	Cc1nc(N)ncc1Sc1ccccc1
6	Cc1noc(C)c1-c1ccc(C(=O)NCc2cccs2)c2occc12

compound no.,1,2,3,4,5,6
KB-3-1 tox,-2%,-9%,23%,13%,1%,-1%
HT1080 IDH1KD tx,-3%,u,u,-7%,17%,-25%
SW480 rerep,-7%,-31%[inhibitor],x,-6%,-12%,x
HT1080NT lethal,5%,18µM*,u,-3%,7%,-21%
MCF10A rereplic,5%,u,x,5%,-4%,x
WRN inhibitor,9%,-6%,-16%,-5%,-13%,-9%
IL-1B inflam inh,29,-102*,6,39,10,-9
KB-V1 MDR tox,-3%,-14%,-15%,-12%,12%,u
ATXN2 expr inh,4%,u,x,2%,-10%,63%[activator]

7	Cc1ccccc1NC(=O)Cc1nc(COC(=O)c2ccc(O)cc2O)cs1
8	COc1ccc(-c2c[n+]3c(n2-c2ccc(C)cc2)CCCCC3)cc1
9	Cc1ccc(S(=O)(=O)N2CCCC2C(=O)OCc2nc3ccccc3s2)cc1 (centres undefined)
10	Cc1ccc2nc(NC(=O)COC(=O)c3ccccn3)sc2c1
11	CCc1ccc2oc(-c3ccc(NC(C)=O)cc3)nc2c1
12	O=C1C(N2CCOCC2)=Cc2cccc3cccc1c23

compound no.,7,8,9,10,11,12
KB-3-1 tox,13%,1.8µM*,0%,-7%,16%,-9%
HT1080 IDH1KD tx,0%,u,-5%,14%,-16%,0%
SW480 rerep,-1%,11%,-4%,-10%,1%,x
HT1080NT lethal,1%,u,-3%,17%,-23%,10%
MCF10A rereplic,0%,-3%,0%,-6%,9%,x
WRN inhibitor,-24%,9%,-13%,0%,-7%,-17%
IL-1B inflam inh,0,-79*,15,0,u,-12
KB-V1 MDR tox,-18%,u,13%,6%,-22%,16µM*
ATXN2 expr inh,1%,u,1%,20%,90%[activator],x

Printed as active in IL-1B inflam inh (from the list above):
entry | SMILES | SW480 rerep | WRN inhibitor | IL-1B inflam inh
2 | COC(=O)c1sccc1NC(=O)c1c(F)c(F)c(F)c(F)c1F | -31%[inhibitor] | -6% | -102*
8 | COc1ccc(-c2c[n+]3c(n2-c2ccc(C)cc2)CCCCC3)cc1 | 11% | 9% | -79*

Reformatted with bars between the fields: entries from further up
nr | smiles | KB-3-1 tox | HT1080 IDH1KD tx | SW480 rerep | HT1080NT lethal | MCF10A rereplic | WRN inhibitor | IL-1B inflam inh | KB-V1 MDR tox | ATXN2 expr inh
7 | Cc1ccccc1NC(=O)Cc1nc(COC(=O)c2ccc(O)cc2O)cs1 | 13% | 0% | -1% | 1% | 0% | -24% | 0 | -18% | 1%
8 | COc1ccc(-c2c[n+]3c(n2-c2ccc(C)cc2)CCCCC3)cc1 | 1.8µM* | u | 11% | u | -3% | 9% | -79* | u | u
9 | Cc1ccc(S(=O)(=O)N2CCCC2C(=O)OCc2nc3ccccc3s2)cc1 (centres undefined) | 0% | -5% | -4% | -3% | 0% | -13% | 15 | 13% | 1%

Part of the list above, limited to KB-3-1 tox, SW480 rerep and HT1080 IDH1KD tx:
cpd	molecule	KB-3-1 tox	SW480 rerep	HT1080 IDH1KD tx
11	CCc1ccc2oc(-c3ccc(NC(C)=O)cc3)nc2c1	16%	1%	-16%
9	Cc1ccc(S(=O)(=O)N2CCCC2C(=O)OCc2nc3ccccc3s2)cc1 (centres undefined)	0%	-4%	-5%
10	Cc1ccc2nc(NC(=O)COC(=O)c3ccccn3)sc2c1	-7%	-10%	14%

Carrying on:
13	CCc1ccc2c(c1)C(=O)C(=O)N2CC(=O)Nc1ccc(NC(=O)c2ccccn2)cc1
14	CC1ON=C(c2ccccn2)N(Cc2ccc(S(C)(=O)=O)cc2)C1=O (centres undefined)
15	O=C(c1ccc(Br)s1)N1CCc2ccccc2C1
16	Cc1cn([C@H]2C[C@H](O)[C@@H](/C=C/C(=O)N3CCN(Cc4ccc(F)cc4)CC3)O2)c(=O)[nH]c1=O
17	COc1cc(CCC(=O)Nc2ccc(S(=O)(=O)N3CCCC3)cc2)cc(OC)c1OC
18	O=C(CSc1nnc(-c2ccc(C(F)(F)F)cn2)s1)c1ccccc1
19	CC(C)OC(=O)c1cc(=O)[nH]c2ccccc12
20	Cc1cccc(NS(=O)(=O)c2ccc(NS(=O)(=O)c3cccs3)cc2)c1
21	Cc1ccc(CSc2nnc(-c3ccncc3)o2)c(C)c1

compound no.,13,14,15,16,17,18,19,20,21
KB-3-1 tox,8%,3%,-18%,0%,-7%,-2%,6%,-1%,17%
HT1080 IDH1KD tx,-1%,0%,1%,12%,-4%,13%,1%,1%,-4%
SW480 rerep,13%,x,-7%,x,-10%,-5%,-6%,2%,-4%
HT1080NT lethal,4%,19%,-4%,10%,1%,14%,1%,-5%,6%
MCF10A rereplic,u,x,-7%,x,12%,4%,-1%,10%,u
WRN inhibitor,-34%[57.1 µM],3%[57.1 µM],-11%,-8%,-5%,17%,4%,2%,-5%
IL-1B inflam inh,-19,19,7,-12,17,-7,18,13,-5
KB-V1 MDR tox,-4%,-9%,-11%,11%,1%,5%,6%,15%,0%
ATXN2 expr inh,-19%[11.3 µM],4%,23%,5%,-2%,2%,1%,-6%,-3%
